# NCI-60 one-dose screen, 48 h, at 10 µM unless noted. Numbers give growth in % (100 = growth as untreated, 0 = no growth, -100 = all killed).
# T-47D: T-47D breast cancer; 79,000 tested, 5% active
# MDA-MB-231: MDA-MB-231 breast cancer. 81,000 tested, 5% active. AID 1794789
# K-562: K-562 leukemia | 78,000 tested, 7.4% active | AID 1794777
# LOX IMVI: LOX IMVI melanoma | 79,000 tested, 7.4% active
# MCF7: MCF7 breast cancer. 82,000 tested, 6.3% active
# BT-549: BT-549 breast cancer; 78,000 tested, 4.4% active
# MDA-MB-468: MDA-MB-468 breast cancer; AID 2202374; 78,000 tested, 8.5% active
# HS 578T: HS 578T breast cancer | 78,000 tested, 4.1% active
# * hit, by the source's call; nt = not tested or not shown; & = joins results of further samples. How the source made its calls: active means growth percent below 10; inactive means the rest.
# The line under a structure holds: T-47D	MDA-MB-231	K-562	LOX IMVI	MCF7	BT-549	MDA-MB-468	HS 578T
O=C1CCC(Nc2cccc(Cl)c2)N1 (stereo not drawn)
  93	111	98	96	95	103	99	98
CCOC(=O)C1=C(C)NC(C)=C(C(=O)OCC)C1c1ccc(OC)cc1
  82	99	85	99	97	87	nt	97
Cc1nc2cc(Nc3nc(Nc4ccc(F)cc4)nc(N4CCN(C)CC4)n3)ccc2n1Cc1ccccc1
  -11*	-73*	0.4*	-74*	18	-50*	-33*	-19*
Cc1cc(C)n(-c2nc(-c3ccccc3)c(C#N)c(=O)n2C)n1
  93	106	nt	102	98	114	109	101
COCCOCC(O)c1ccccc1 (stereo not drawn)
  100	105	108	101	101	83	92	nt
CC(C)(CO)NC(Cc1ccccc1)c1ccccc1 (stereo not drawn)
  70	95	123	96	97	86	93	96
CCc1c(-c2cc3c(cn2)CCCC3)[nH]c2ccccc12
  100	79	112	96	96	130	nt	98
Cc1cc(C(F)(F)F)ccc1-c1cc(-c2ccc(F)cc2)n[nH]1
  68	65	79	93	66	105	82	92
Nc1nc(-c2cccc(Cl)c2)cc(-c2cc3ccccc3oc2=O)n1
  nt	74	81	90	34	nt	91	nt
Cc1nonc1-c1ccc2c(c1)OCO2
  98&88	110&97	101	98&94	98&100	115&111	94&111	145&107

# The list goes on:
# The line under a structure holds: T-47D	MDA-MB-231	K-562	LOX IMVI	MCF7	BT-549	MDA-MB-468	HS 578T
CCNC(=O)[C@H](O)[C@@H](N)Cc1ccccc1
  103	97	99	100	93	98	91	104
CCOC(=O)CC1c2nc3ccccc3cc2CN1C(=O)OCC (stereo not drawn)
  97	100	116	96	95	88	109	100
O=C1/C(=C/c2ccc(-c3cccc(C(F)(F)F)c3)o2)SC(=S)N1CCCN1CCOCC1
  82	106	85	97	65	98	104	95
Cc1cc(=O)oc2cc(OC(=O)C3(C)CC3)ccc12
  97	107	93	106	106	96	108	108
Cn1cc(-c2csc(-c3cn(C)c4ccccc34)n2)c2cnccc21
  67	-18*	-39*	-88*	10	88	-27*	98
COc1ccc(-c2csc3c2-n2cccc2C3=O)cc1O
  80	13	5.7*	22	6.0*	-26*	-5.8*	33
Cc1cn(-c2cc(NC(=O)c3ccc(C)c(Nc4nccc(-c5cnccn5)n4)c3)cc(C(F)(F)F)c2)cn1
  67	55	4.4*	63	69	99	103	nt
COc1cc(/C=C2\Oc3cc(C)c(Cl)cc3C2=O)ccc1O
  nt	102	112	88	102	96	121	108
CC(C)N1C(=O)C(C2SC(=S)N(C(C)C)C2=O)SC1=S (stereo not drawn)
  96	80	93	92	97	93	81	96
CC(=O)CC(C)C1CCC(C)CC1 (stereo not drawn)
  84	116	109	93	97	107	92	94

# The listing continues:
# The line under a structure holds: T-47D	MDA-MB-231	K-562	LOX IMVI	MCF7	BT-549	MDA-MB-468	HS 578T
O=S(=O)(NCCNc1nccc(-c2c(-c3ccc(F)c(O)c3)nc3occn23)n1)c1ccc(Cl)cc1
  92	60	74	45	72	107	96	89
Cc1cc([N+](=O)[O-])c2ccccc2c1N
  nt	81	91	85	75	87	72	94
COS(=O)(=O)c1ccc(Br)cc1
  94	93	136	97	97	113	102	114
O=C(CSC(=S)n1cnnc1)NC(=O)c1ccccc1
  100	112	90	97	99	102	119	103
CSc1ccc(/C(=N/NC(N)=S)c2ccc(F)cc2)cc1
  74	86	95	103	87	103	90	89
COc1cccc(NC(=O)OC(C)C)c1
  94	116	88	102	102	103	nt	99
COC(=O)c1ccc(CSc2ccccc2NC(=S)Nc2cccc(SC)c2)o1
  84	96	76	82	92	101	98	101
C1CN=C2CCCN2C1
  101	117	100	100	87	94	nt	121
COc1cc2c(cc1OC)C(=O)OC2
  99	102	118	109	105	118	97	109
Nc1ccc(/C=C/c2ccc(N)cc2S(=O)(=O)O)c(S(=O)(=O)O)c1
  100	113	101	96	97	103	106	108

# Remaining list, next part
# The line under a structure holds: T-47D	MDA-MB-231	K-562	LOX IMVI	MCF7	BT-549	MDA-MB-468	HS 578T
Cc1nn(-c2ccccc2)c(N)c1N=C1NC(=O)/C(=C/c2cn(-c3ccccc3)nc2-c2ccc(Cl)cc2)S1
  83	93	109	92	105	106	97	113
Oc1ccccc1O
  95	64	112	85	83	96	91	112
CCCN(CCOC(=O)c1ccc([N+](=O)[O-])cc1)CCOC(=O)c1ccc([N+](=O)[O-])cc1
  96	105	95	94	96	99	99	114
N#Cc1c(NC(=O)CN(Cc2ccccc2)Cc2ccccc2)sc2c1CCCCC2
  84	89	79	29	91	115	97	98
CCCCN(CCCC)CCCN1C(=O)c2ccccc2C1=O
  107	107	105	93	100	115	102	100
CCOC(=O)c1c(C)[nH]c(C(C)=O)c1C
  89	114	114	99	102	78	115	107
COc1nc(N)c(NS(=O)(=O)c2cc(C(C)=O)ccc2OC)c(=O)[nH]1
  100	102	91	100	98	93	97	97
CCn1c(Cn2nc(Cc3ccc([N+](=O)[O-])cc3)c3onc(C)c3c2=O)n[nH]c1=S
  90	102	97	nt	100	110	102	93
Cc1ccc(-c2nnc(SCc3cc(=O)oc4c3ccc3ccccc34)n2-c2ccccc2)cc1
  75	89	82	91	96	nt	86	102
O=C1CC(C(F)(F)F)Cc2nc3ccc(Cl)cc3cc21 (stereo not drawn)
  nt	89	93	95	77	102	99	106

# Next part; the last two above are carried over.
# The line under a structure holds: T-47D	MDA-MB-231	K-562	LOX IMVI	MCF7	BT-549	MDA-MB-468	HS 578T
Cc1ccc(-c2nnc(SCc3cc(=O)oc4c3ccc3ccccc34)n2-c2ccccc2)cc1
  75	89	82	91	96	nt	86	102
O=C1CC(C(F)(F)F)Cc2nc3ccc(Cl)cc3cc21 (stereo not drawn)
  nt	89	93	95	77	102	99	106
CCOC(=O)c1cc(C(=O)c2ccc(Br)cc2)n2ccc(-c3ccccn3)cc12
  84	135	110	101	88	90	92	109
N#C/C(C(=O)c1ccccc1)=C1/C(=O)Nc2ccccc21
  97	93	89	104	89	48	121	91
CN1C(=O)/C(=C/c2ccc(C(=O)O)cc2)S/C1=N/c1nccs1
  78	100	91	81	85	91	96	87
COc1cc2c(cc1OCCCCCn1c3ccccc3c3ccccc31)N=C[C@@H]1CCCN1C2=O
  -34*	-87*	-21*	-65*	-31*	-62*	nt	-63*
COc1ccc(/C=C2\SC(=S)NC2=O)cc1
  83	89	108	91	81	73	94	112
COc1cccc(N2CCC(=O)NC2=S)c1
  104	93	114	98	98	107	93	100
O=C(OC[C@@]1(O)C(=O)C=C[C@H]2[C@@H]1[C@H]1C=C[C@@H]2C(=O)[C@]1(O)COC(=O)c1ccccc1)c1ccccc1
  84	92	102	98	88	96	80	114
CCOc1ccc2nc(N(Cc3ccc4c(c3)OCO4)C(C)=O)sc2c1
  nt	99	102	97	97	101	105	97
N#Cc1c(-c2ccc(F)cc2)nc(NN2C(=O)c3ccccc3C2=O)nc1N1CCOCC1
  88	103	90	99	92	99	102	92
CCn1cc(C(=O)O)c(=O)c2cc(F)c(N3CCN(C(=O)c4ccc(Br)cc4)C(C)C3)c(F)c21 (stereo not drawn)
  93	87	100	101	91	123	97	96

# Some of these compounds in order of molar mass, largest number first:
# The line under a structure holds: T-47D	MDA-MB-231	K-562	LOX IMVI	MCF7	BT-549	MDA-MB-468	HS 578T
Cc1nn(-c2ccccc2)c(N)c1N=C1NC(=O)/C(=C/c2cn(-c3ccccc3)nc2-c2ccc(Cl)cc2)S1
  83	93	109	92	105	106	97	113
CCn1cc(C(=O)O)c(=O)c2cc(F)c(N3CCN(C(=O)c4ccc(Br)cc4)C(C)C3)c(F)c21 (stereo not drawn)
  93	87	100	101	91	123	97	96
O=C(OC[C@@]1(O)C(=O)C=C[C@H]2[C@@H]1[C@H]1C=C[C@@H]2C(=O)[C@]1(O)COC(=O)c1ccccc1)c1ccccc1
  84	92	102	98	88	96	80	114
COc1cc2c(cc1OCCCCCn1c3ccccc3c3ccccc31)N=C[C@@H]1CCCN1C2=O
  -34*	-87*	-21*	-65*	-31*	-62*	nt	-63*
Cc1ccc(-c2nnc(SCc3cc(=O)oc4c3ccc3ccccc34)n2-c2ccccc2)cc1
  75	89	82	91	96	nt	86	102
CCOC(=O)c1cc(C(=O)c2ccc(Br)cc2)n2ccc(-c3ccccn3)cc12
  84	135	110	101	88	90	92	109
CCCN(CCOC(=O)c1ccc([N+](=O)[O-])cc1)CCOC(=O)c1ccc([N+](=O)[O-])cc1
  96	105	95	94	96	99	99	114
N#Cc1c(-c2ccc(F)cc2)nc(NN2C(=O)c3ccccc3C2=O)nc1N1CCOCC1
  88	103	90	99	92	99	102	92
N#Cc1c(NC(=O)CN(Cc2ccccc2)Cc2ccccc2)sc2c1CCCCC2
  84	89	79	29	91	115	97	98
CCn1c(Cn2nc(Cc3ccc([N+](=O)[O-])cc3)c3onc(C)c3c2=O)n[nH]c1=S
  90	102	97	nt	100	110	102	93
Nc1ccc(/C=C/c2ccc(N)cc2S(=O)(=O)O)c(S(=O)(=O)O)c1
  100	113	101	96	97	103	106	108
COc1nc(N)c(NS(=O)(=O)c2cc(C(C)=O)ccc2OC)c(=O)[nH]1
  100	102	91	100	98	93	97	97
CCCCN(CCCC)CCCN1C(=O)c2ccccc2C1=O
  107	107	105	93	100	115	102	100
O=C1CC(C(F)(F)F)Cc2nc3ccc(Cl)cc3cc21 (stereo not drawn)
  nt	89	93	95	77	102	99	106
N#C/C(C(=O)c1ccccc1)=C1/C(=O)Nc2ccccc21
  97	93	89	104	89	48	121	91
COc1ccc(/C=C2\SC(=S)NC2=O)cc1
  83	89	108	91	81	73	94	112
COc1cccc(N2CCC(=O)NC2=S)c1
  104	93	114	98	98	107	93	100
CCOC(=O)c1c(C)[nH]c(C(C)=O)c1C
  89	114	114	99	102	78	115	107
COc1cc2c(cc1OC)C(=O)OC2
  99	102	118	109	105	118	97	109

# Following part:
# The line under a structure holds: T-47D	MDA-MB-231	K-562	LOX IMVI	MCF7	BT-549	MDA-MB-468	HS 578T
COc1ccc(N2C(=O)C(c3ccccc3)(c3ccccc3)C2c2ccccc2OC(=O)C(c2ccccc2)c2ccccc2)cc1 (stereo not drawn)
  91	89	73	94	121	103	nt	106
COc1ccc(/C=C2\C(=O)N=C3N2NC(c2cc(Br)ccc2O)C=C(C)N3c2ccccc2)cc1 (stereo not drawn)
  90	93	97	95	84	88	91	96
NCCCC[C@H](NC(=O)[C@@H]1CCCN1C(=O)Cc1cccc2ccccc12)C(=O)N[C@@H](CCCN=C(N)N)C(=O)NCCOCC(N)=O
  96	99	119	102	93	98	91	95
COc1cc2c3c(n(CCCN4CCC[C@H]4C(N)=O)c(=O)c2cc1OC)-c1cc2c(cc1C3=O)OCO2
  -11*	17	nt	-28*	-0.2*	27	12	71
C/C(=N\NC(=O)c1sc(=S)n(C)c1N)c1ccco1
  98	97	89	100	81	117	nt	104
Cc1cc(N2CCCCC2)nc(N(CCCNc2ccnc3cc(Cl)ccc23)Cc2ccco2)n1
  27	22	3.8*	-35*	12	27	6.7*	61
O=S(=O)(O)c1cc(O)c2ccc(Nc3ccc4c(O)cc(S(=O)(=O)O)cc4c3)cc2c1
  102&100	119&98	101&99	98&108	104&94	98&109	96&107	106&109
COc1ccccc1C=O
  95	103	107	110	93	108	111	111
Cc1ccc(C2CC(c3cccs3)=NN2c2ccc(S(N)(=O)=O)cc2)s1 (stereo not drawn)
  71	92	78	104	77	102	16	97
ClB(Cl)c1ccccc1
  112	104	96	96	99	105	96	96

# The list goes on.
# The line under a structure holds: T-47D	MDA-MB-231	K-562	LOX IMVI	MCF7	BT-549	MDA-MB-468	HS 578T
Clc1ccc(CN2CCCc3ccccc32)cc1
  76	100	112	98	90	111	100	90
OCCN1CCN(CCCN2c3ccccc3Sc3ccc(C(F)(F)F)cc32)CC1
  55	41	-56*	-42*	18	53	-47*	25
NS(=O)(=O)c1ccc2c(c1)/C(=C/c1cccs1)C(=O)N2
  80	77	111	88	94	88	71	96
COc1cc2nc(N3CCN(C(=O)c4ccco4)CC3)nc(N)c2cc1OC
  88	95	nt	nt	90	97	60	121
CC(=O)NS(=O)(=O)c1cc(N)ccc1S(=O)(=O)c1ccc(N)cc1
  102	101	105	110	96	106	105	nt
COc1cc(-c2ccc3ncnc(NC(C)c4ccccc4)c3c2)cnc1OC (stereo not drawn)
  1.6*	36	76	34	24	33	-3.0*	21
C/C(=C(/c1ccc(Cl)cc1)c1ccc(OCCCN(C)C)cc1)c1ccc(Cl)cc1
  69	99	17	78	34	111	89	87
O=C1/C(=C/c2ccc([N+](=O)[O-])s2)Oc2ccc(Cl)cc21
  -35*	-57*	-11*	-70*	-27*	-67*	-36*	18
Cc1nc(Cl)c2c(n1)N(C)c1ccc(Cl)cc1C(C)C2 (stereo not drawn)
  71	77	77	92	96	nt	67	43
COc1ccc(-c2c(C(C)=O)c(C)n(-c3ccccc3)c2Cc2ccccc2)cc1OC
  59	51	95	64	78	79	nt	71

# Later entries.
# The line under a structure holds: T-47D	MDA-MB-231	K-562	LOX IMVI	MCF7	BT-549	MDA-MB-468	HS 578T
O=[N+]([O-])c1ccc(N=Nc2c(S(=O)(=O)O)cc3cc(S(=O)(=O)O)cc(O)c3c2O)cc1
  104	112	107	103	115	111	nt	nt
COc1cc(NC(=O)c2cc3ccccc3nc2Nc2cc(OC)c(OC)c(OC)c2)cc(OC)c1OC
  63	60	32	57	86	71	76	83
COc1cc(/C=C/C(=O)c2ccc(NC(=O)CSc3nnc(-c4ccc5nc(-c6ccccc6)[nH]c5c4)o3)cc2)cc(OC)c1OC
  89	94	58	56	44	82	95	85
COc1cc(-c2cc(=O)oc3cc(O)ccc23)cc(OC)c1OC
  83	89	66	97	94	97	74	89
Cc1nc2cc3ccccc3cc2s1
  108	120	114	112	98	129	113	108
NC(=O)c1ccc(Cl)c2ccccc12
  92	139	97	101	91	103	90	97
CC(=O)N1N=C(c2cccc(Nc3ccncc3)c2)CC1c1ccc(C)cc1 (stereo not drawn)
  77	93	42	93	82	107	96	87

# Bioassay records as filed in PubChem BioAssay.
